C2C12 statin – suppression of simvastatin myotoxicity | 330,000 compounds, 0.78% hits | C2C12 myotubes + simvastatin, ATP luminescence, 48 h; scaled: DMSO 0, geranylgeraniol control 100 | rescue of ATP level, % at 7.49 µM | AID 602340;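 active means mean ATP rescue above about 67%, or every replicate alone reaching that limit, limit read from the data, passing the limit was not always enough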;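 further: myotubes were challenged with 10 µM simvastatin during compound exposure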
PglD DTNB – PglD (C. jejuni) enzyme inhibition. purified PglD enzyme, DTNB colorimetric CoA detection. inhibition, % at 12.5 µM. 360,000 compounds, 0.098% hits. AID 602405; in the data active means inhibition above about 16%, passing the limit was not always enough; further: strong numbers were not always called active
Active calls of the source: *. A portion of the library; count on the stated rates, not on these rows.

SMILES | C2C12 statin | PglD DTNB
COC(=O)c1ccccc1NC(=O)CSc1nnnn1-c1ccc(C)cc1C | 8 | 1
O=c1[nH]c2cc3c(cc2cc1C(c1nnnn1C1CCCC1)N1CCCc2ccccc21)OCCO3 (stereo unspecified) | 25 | 2
Cc1ccc2[nH]c(=O)c(CN(Cc3ccccc3Cl)C(=O)N3CCOCC3)cc2c1 | 9 | 12
Cc1cc(NC(=O)CCCSc2nc(-c3ccco3)cc(C(F)(F)F)n2)n(-c2ccccc2)n1 | -9 | 2
CCN(C(=O)c1cccs1)c1nnc(-c2ccncc2)s1 | 0 | -6
Cc1ccc(OCCOCCNC(C)(C)C)c([N+](=O)[O-])c1 | -1 | 1
CN1/C(=C\C(=O)C(F)F)C(C)(C)c2ccccc21 | -5 | -3
COc1cccc(OC)c1C(=O)Nc1ccc2c3c(cccc13)CC2 | 16 | 5
COc1ccccc1-n1cnc2cc(C(=O)NCC3CCCO3)ccc21 (stereo unspecified) | -29 | -1
CSc1nc(N)nc(SCC(=O)C23CC4CC(CC(C4)C2)C3)c1C#N | -37 | -2
COC(=O)c1cnn(C(=O)c2cc(OC)ccc2Br)c1N | -11 | 4
Cc1cc(S(=O)(=O)n2cnc3ccccc32)c(C)cc1Cl | 12 | 0
Cc1[nH]c2ccc(-c3nnc(SCC(=O)c4ccccc4F)o3)cc2c1C | 13 | -3
O=C(COC(=O)c1ccc([N+](=O)[O-])s1)NCc1ccc(F)cc1 | -4 | 4
CSc1nc2ccc(S(=O)(=O)N3CCCCC3)cc2s1 | 1 | -4

An excerpt from above in order of molar mass, low to high:
SMILES | C2C12 statin | PglD DTNB
Cc1ccc(OCCOCCNC(C)(C)C)c([N+](=O)[O-])c1 | -1 | 1
COc1ccccc1-n1cnc2cc(C(=O)NCC3CCCO3)ccc21 (stereo unspecified) | -29 | -1
Cc1ccc2[nH]c(=O)c(CN(Cc3ccccc3Cl)C(=O)N3CCOCC3)cc2c1 | 9 | 12

Next section:
SMILES | C2C12 statin | PglD DTNB
COc1ccc(C)cc1NC(=O)CN1CCN(S(=O)(=O)c2ccc(Br)cc2)CC1 | 49 | -4
O=S(=O)(Nc1ccc(S(=O)(=O)N2CCOCC2)cc1)c1ccccc1 | -5 | 9
O=C(NC1CCS(=O)(=O)C1)Oc1ccc(Cl)cc1 (stereo unspecified) | 2 | -3
CCc1c(C)nc(SCc2cccnc2)[nH]c1=O | 9 | -4
CCOC(=O)N1CCC(n2c(SCC(=O)OCc3ccccc3)nc3ccsc3c2=O)CC1 | -2 | -2
O=C(CSc1nnc(-c2ccccc2)o1)c1ccc2c(c1)OCCO2 | -20 | 1
CC(C)(C)S(=O)(=O)c1c(C(=O)O)cccc1C(=O)O | 11 | -4
Cc1cccc(-n2c(N)cc(=O)[nH]c2=S)c1C | -9 | 3
O=C(NCCCN1CCOCC1)NC1CCCCC1 | -20 | -11
CCOC(=O)C1CCCN(C(=O)c2cn(CC)c(=O)c3cc(OC)c(OC)cc23)C1 (stereo unspecified) | -8 | 8
Cc1cc(C(=O)NCc2cccc(Cl)c2)c2ccccc2n1 | 14 | 0
COc1ccccc1-n1cc(C(=O)NCC(=O)N2CCN(c3ccccc3)CC2)c2ccccc2c1=O | -4 | -4
CCCc1c(C)nc2ccc(OC)cc2c1SCCC(=O)O | 6 | -13
Cc1cc(OCCN2CCOCC2)nc2ccccc12 | -5 | -3
COC(=O)CCC(=O)OC1(C)C(=O)C=C2C=C(c3ccsc3)OC=C2C1=O (stereo unspecified) | -2 | -1

Molecules from the list above containing bromine (2):
SMILES | C2C12 statin | PglD DTNB
COC(=O)c1cnn(C(=O)c2cc(OC)ccc2Br)c1N | -11 | 4
COc1ccc(C)cc1NC(=O)CN1CCN(S(=O)(=O)c2ccc(Br)cc2)CC1 | 49 | -4

Remaining list, next part:
SMILES | C2C12 statin | PglD DTNB
O=C(Cn1c(-c2cncs2)nc2ccccc21)NCc1ccccc1 | -1 | 3
Cc1cc(NS(=O)(=O)c2ccc(NC(=O)C(C)Oc3ccc4c(C)cc(=O)oc4c3)cc2)no1 (stereo unspecified) | 2 | 0
CCn1nc(NS(=O)(=O)c2ccccc2)c2cc3cccc(C)c3nc21 | 2 | 3
COc1c(C)cc(Br)cc1C(=O)O | 43 | 1
COC(=O)c1cc(C(=O)Nc2cccc(C)n2)cc([N+](=O)[O-])c1 | 8 | 2
CC1CCCCC1NC(=O)Cn1cnc2ccccc2c1=O (stereo unspecified) | 3 | -4
Cc1ccc(-c2noc(CCC(=O)N(C)c3ccccc3C)n2)cc1 | 24 | -1
CC(C)(C)OC(=O)N1CCC(C(=O)O)CC1 | 3 | -6
CCCCNC(=O)NS(=O)(=O)c1cnccc1Sc1ccc(Cl)cc1 | 7 | -9
CCOC(=O)CSc1nc(NCc2ccco2)c2ccccc2n1 | 32 | 0
NS(=O)(=O)c1ccc(NC(=S)N2CCN(C(=O)C3CCCO3)CC2)cc1 (stereo unspecified) | 11 | 0
Cn1cc(Br)cc2nc(C(F)(F)F)nc1-2 | -13 | 1
CN1CCCC(OC(=O)CCCC(=O)OC2CCCN(C)C2)C1 (stereo unspecified) | 8 | 0
COCC(C)NC(=O)CCS(=O)(=O)c1nc(-c2ccc(OC)cc2)cc(C(F)(F)F)n1 (stereo unspecified) | 40 | 20
CCN1CCCC1CNC(=O)Cn1cccc1C(=O)c1ccccc1 (stereo unspecified) | -9 | 6
Cn1cc(/C=C(\C#N)C(=O)Nc2ccccc2O)c2ccccc21 | 1 | 0
CC(C)(C)N(NC(=O)Nc1ccc(Cl)cc1)C(=O)c1ccccc1 | -9 | -5
CCOc1ccc(C(=O)NC2CCN(C(=O)NCc3ccccc3)CC2)cc1 | 19 | 6
Cc1cccc(NC(=O)Cn2cnc3ccccc3c2=O)c1C | 5 | 1
C=CCOc1ccc2ccccc2c1CNc1ncn[nH]1 | -7 | 0
CC(C)C(=O)Nc1cccc(NC(=O)c2cccc([N+](=O)[O-])c2)c1 | 17 | -3
COc1cc2c(C(=O)N3CCN(C)CC3)c(C)n(-c3ccccc3)c2cc1Br | -7 | -9
COc1ccc(OC)c(-n2c(C)ccc2-c2ccc(S(C)(=O)=O)cc2)c1 | -4 | -2
Cc1occc1C(=O)Nc1ccc(Br)cc1F | 0 | -3
CSc1nc(Oc2ccc3ccccc3c2)c2ccccc2n1 | 6 | -1
CC1=CC2=NC(=O)CC(C)(C(=O)N(CC(=O)NC(C)(C)C)C3CCCC3)N2C=C1 (stereo unspecified) | -8 | 3
COC(=O)C(NC(=O)c1ccccc1)c1ccccc1 (stereo unspecified) | -15 | -41
Cc1sc2nc(SCC(=O)c3cccs3)n(Cc3ccco3)c(=O)c2c1C | -11 | 9
CCC(=O)Nc1cccc(NC(=S)NC(=O)c2ccc(Cl)cc2)c1 | 26 | -2
O=C(C1CCN(S(=O)(=O)c2cccc3cccnc23)CC1)N1CCN(C2CCCCC2)CC1 | -11 | 2
Cc1ccc2nc(-c3ccc(NC(=O)CSc4ccccc4)cc3)[nH]c2c1 | -42 | 5
COc1ccc(S(=O)(=O)NC2(C(F)(F)F)N=C3SCCN3C2=O)cc1 (stereo unspecified) | -11 | -6
CCOC(=O)N1CCN(S(=O)(=O)c2cc(Cl)ccc2Cl)CC1 | 21 | -1
O=C(Cn1ncn2c(cc3ccccc32)c1=O)NCCCc1ccccc1 | 6 | 6
CNC(=S)N1CCN(c2ccc([N+](=O)[O-])cc2)CC1 | -5 | 1
CCOC(=O)C1CCN(CC(=O)Nc2c(C(=O)OC)[nH]c3cccc(Cl)c23)CC1 | -39 | -3
Cc1cccc(N(C(=O)Cn2nnc3ccccc32)C(C(=O)NC(C)(C)C)c2ccsc2)c1C (stereo unspecified) | -11 | 0
CCOC(=O)c1cnc(SCC(=O)NCc2ccco2)nc1N | 2 | 5
O=C(Cn1cnc2c(nnn2Cc2ccc(F)cc2)c1=O)NCc1ccco1 | 45 | -2
Cc1sc2nc(CN3CCN(S(=O)(=O)c4cccc5nonc45)CC3)[nH]c(=O)c2c1C | 93* | 4
CN(C)c1ccnc(SCc2ccccc2Cl)c1C#N | -47 | -5
COc1ccc(OC)c(NC(=O)COC(=O)CNC(=O)c2ccc(OC)c(OC)c2)c1 | -4 | 0
COc1ccc(C2C3=C(CC(C)(C)CC3=O)Oc3ncn(Cc4ccccc4)c(=N)c32)cc1 (stereo unspecified) | 12 | 0
CCOc1ccc2[nH]c(=O)c(CN(Cc3ccccc3OC)C(=O)c3ccccc3)cc2c1 | -52 | -1
CCOc1ccc(S(=O)(=O)NCCOC)cc1C | -2 | 1

Look-ups from the results shown:
For PglD DTNB, `Cc1ccc(OCCOCCNC(C)(C)C)c([N+](=O)[O-])c1` is entered as 1
For PglD DTNB, `CC(C)C(=O)Nc1cccc(NC(=O)c2cccc([N+](=O)[O-])c2)c1` is entered as -3
For PglD DTNB, `O=C(NCCCN1CCOCC1)NC1CCCCC1` is entered as -11
For PglD DTNB, `CCCc1c(C)nc2ccc(OC)cc2c1SCCC(=O)O` is entered as -13

Other records follow.
SMILES | C2C12 statin | PglD DTNB
CCOc1ccc(C(=O)CC(C(=O)O)N2CCCCC2)cc1 (stereo unspecified) | 24 | -1
Cc1c(C(C)O)nnn1-c1nonc1N (stereo unspecified) | -4 | -5
O=c1[nH]c2ccccc2n2c(-c3ccncc3)nnc12 | 3 | -1
CC1Cc2cc(/C(O)=C3/C(=O)C(=O)N(Cc4ccco4)C3c3cccs3)ccc2O1 (stereo unspecified) | 36 | -9
CN(C)c1nc2c(c(N)nn2-c2ccc(Cl)cc2)c(=O)o1 | 8 | -2
CCCCC(CC)CNC(=O)c1ccc2c(c1)OCO2 (stereo unspecified) | 6 | -3
CCCN(S(=O)(=O)c1ccc(OCC)cc1)S(=O)(=O)c1cccs1 | 2 | 7
Cn1c(N)c(C(=O)COC(=O)C2CCC(C(C)(C)C)CC2)c(=O)n(C)c1=O (stereo unspecified) | -11 | -8
Cc1ccc(NC(=O)c2noc3c2CCCCC3)cc1C | -6 | -2
CCC(CC)NCc1ccc(OC)cc1OC | -14 | -2
COc1cc(OC)c(C2C(C(=O)N3CCOCC3)=C(C)NC3=C2C(=O)CC(C)(C)C3)cc1OC (stereo unspecified) | -6 | 0
Cc1cccc2cc(/C=C3\N=C(c4ccccc4)OC3=O)c(N3CCOCC3)nc12 | -9 | -3
Cc1nn(Cc2ccc(C(=O)Nc3ccc(C(=O)OC(C)C)cc3)o2)c(C)c1Cl | -4 | -2
Cc1csc(NC(=O)c2cc(C)oc2C)n1 | 1 | 10
c1ccc(Nc2nc3ccccc3o2)cc1 | 2 | 4
CCCC(=O)N1CCN(c2ccc(NC(=O)c3sc4ccccc4c3Cl)cc2)CC1 | -30 | -7
COCCn1c(C)cc(C(=O)COC(=O)CCc2ccc(S(=O)(=O)N3CCOCC3)cc2)c1C | -4 | 2
O=C(CN(Cc1ccccc1)S(=O)(=O)c1ccc2c(c1)OCCO2)N/N=C/c1ccc(F)cc1 | 13 | 4
O=c1/c(=C\c2cc([N+](=O)[O-])cc([N+](=O)[O-])c2O)sc2nc3ccccc3n12 | 11 | -1
CCCCCn1c(S(=O)(=O)O)nc2ccccc21 | 1 | 3
CSc1ccc(NC(=O)N2CCN(c3nc4ccccc4s3)CC2)cc1 | 10 | -5
CCCS(=O)(=O)NC(=O)C1(C)CCCN(C(=O)c2cncc(Br)c2)C1 (stereo unspecified) | 4 | 4
COCCn1cnc2c1c(=O)[nH]c(=O)n2Cc1ccccc1 | 4 | 1

3 entries from above, sorted by the number in PglD DTNB, lowest first.
Structure	PglD DTNB
CCCC(=O)N1CCN(c2ccc(NC(=O)c3sc4ccccc4c3Cl)cc2)CC1	-7
COCCn1cnc2c1c(=O)[nH]c(=O)n2Cc1ccccc1	1
CCCCCn1c(S(=O)(=O)O)nc2ccccc21	3
